CHO parental Ca – signal in parental CHO cells, OX1R antagonist counter-screen. parental CHO-K1, ATP-induced calcium, Fluo-8 fluorescence. inhibition, % at 5.6 µM. hit rate 0.63% among 330,000. AID 463079;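 active = inhibition above that plate's mean sample inhibition plus 3 SD, cut at about 26% in these data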;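 also: 0% = ATP-challenged DMSO wells and 100% = DMSO wells without ATP; some compounds past the cut are filed as inactive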
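Measured by: calcium-sensitive Fluo-8 fluorescence / Test system: CHO parental line / Controls: ATP-challenged DMSO wells low, unchallenged DMSO wells high / Measure: % inhibition / Compound: single nominal dose of 5.6 µM per compound / Replicates: single well per compound, no replicates / Reagent: ATP as calcium-mobilizing challenge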
CHO-K1 Ca antag – counter-screen for M1 antagonists: effect in parental CHO-K1 cells | ATP-induced calcium, Fluo-8 fluorescence | inhibition, % at 3 µM | hit rate 0.6% among 360,000 | AID 602250;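 active = inhibition above a per-plate cutoff, the plate's mean sample inhibition plus 3 SD, cut at about 24% in these data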;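 also: 0% = DMSO plus EC80 ATP and 100% = DMSO alone without ATP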
TAAR1 antag – human TAAR1 antagonism. AID 624466. CHO RD-HGA16 TAAR1, Fluo-8 calcium fluorescence, antagonist. hit rate 1.5% among 360,000. inhibition, % at 3 µM. Q96RJ0;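 active = inhibition above a per-plate cutoff, the mean inhibition of test compounds on that plate plus 3 SD, cut at about 49% in these data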;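 also: 0% = DMSO plus EC80 beta-PEA response and 100% = DMSO alone without agonist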
Target sequence (Q96RJ0 whole entry, looked up): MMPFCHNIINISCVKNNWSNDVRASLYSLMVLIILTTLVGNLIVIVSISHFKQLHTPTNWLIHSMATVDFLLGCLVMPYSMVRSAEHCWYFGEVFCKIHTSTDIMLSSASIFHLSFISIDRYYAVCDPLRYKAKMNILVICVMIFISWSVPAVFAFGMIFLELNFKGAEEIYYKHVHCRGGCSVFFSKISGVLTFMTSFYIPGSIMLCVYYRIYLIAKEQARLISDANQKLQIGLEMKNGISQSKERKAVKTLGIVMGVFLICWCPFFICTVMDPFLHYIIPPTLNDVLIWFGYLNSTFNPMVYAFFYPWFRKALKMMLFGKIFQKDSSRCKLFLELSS
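Test system – hTAAR1-expressing CHO RD-HGA16 cells, Gα16-coupled · Reagent – β-PEA at EC80 concentration, post-compound challenge · Compound dosing – 3 µM, single point · Timing – 140 s kinetic read after compound, 140 s after agonist · Detection – Fluo-8 intracellular calcium dye fluorescence, real-time kinetic reads · Control set – DMSO and EC80 PEA controls · Repeats – n of 1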
V1aR counter – V1a receptor agonism, counter-screen for OXTR agonists | P37288 | CHO-V1R cells, Fluo-8 calcium fluorescence, agonist mode; 0% DMSO, 100% 3 nM vasopressin | activation, % at 3 µM | hit rate 0.25% among 320,000;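 active = activation above the mean activation of all tested compounds plus 3 SD, per screening run, cut at about 20% in these data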;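 also: signal is peak over basal fluorescence ratio across a 100 second FLIPR read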
OXTR potentiate – potentiators of human oxytocin receptor | hit rate 0.061% among 320,000 | CHO-OTR cells, Fluo-8 calcium fluorescence, potentiator mode; 0% = oxytocin EC15, 100% = EC100 | activation, % at 3 µM | AID 2445 | P30559;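 active = activation above that plate's cutoff, the mean activation of tested compounds plus 3 SD, cut at about 6.6% in these data, passing the limit was not always enough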;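 also: 100% uses oxytocin at 75 nM as the full agonist control; some results filed as inactive read as strong as hits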
Target sequence (P30559 whole entry, looked up): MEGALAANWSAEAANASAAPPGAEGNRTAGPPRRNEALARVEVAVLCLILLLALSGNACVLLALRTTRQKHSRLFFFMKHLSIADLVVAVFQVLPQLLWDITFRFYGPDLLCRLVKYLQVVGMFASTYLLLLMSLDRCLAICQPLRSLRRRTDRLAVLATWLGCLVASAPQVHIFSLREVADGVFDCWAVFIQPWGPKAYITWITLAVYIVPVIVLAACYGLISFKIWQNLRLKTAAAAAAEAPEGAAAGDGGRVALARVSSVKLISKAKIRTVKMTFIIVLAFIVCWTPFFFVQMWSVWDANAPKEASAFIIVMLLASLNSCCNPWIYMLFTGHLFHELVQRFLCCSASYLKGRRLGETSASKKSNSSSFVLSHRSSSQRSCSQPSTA
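Assay system: CHO cell line stably expressing human OTR. Reagent: EC15 oxytocin agonist. Dosing: single dose, 3.0 µM nominal final compound concentration. Timing: compound 6 min at room temperature before oxytocin, 100 s read. Signal: kinetic Fluo-8 calcium fluorescence. Controls: oxytocin EC15 low and EC100 high.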
M1 PAM parental – nonselective activator or artifact in parental CHO-K1 calcium assay. ATP EC20, Fluo-8 calcium fluorescence; 0% at ATP EC20, 100% at ATP max. activation, % at 3 µM. hit rate 0.02% among 360,000. AID 602247;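 active = activation above the run cutoff, the mean activation of all test compounds plus 3 SD, cut at about 40% in these data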;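 also: peak over basal fluorescence ratio in a 140 s read after ATP addition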
TAAR1 agonist – human TAAR1 agonism. Q96RJ0. CHO RD-HGA16 TAAR1, Fluo-8 calcium fluorescence; vehicle wells 0%, saturating PEA agonist 100%. activation, % at 3 µM. hit rate 0.99% among 360,000. AID 624467;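 active = activation above the mean activation of all test compounds in the run plus 3 SD, cut at about 38% in these data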
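Test system: RD-HGA16 (CHO) cells co-expressing Gα16 and hTAAR1 | Doses: Single dose, 3 µM | Schedule: 17-24 h seeding, 75 min 37 °C dye, 30 min RT | Evaluation: % activation from peak over basal fluorescence ratio, DMSO-to-PEA scaled | Technique: Kinetic Fluo-8 calcium fluorescence | Benchmarks: Low control DMSO, high control PEA (EC100)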
M1 ag parental – M1 agonist counterscreen hit in parental CHO-K1 cells | hit rate 0.48% among 360,000 | AID 602248 | Fluo-8 calcium fluorescence; scaled to maximal ATP response, vehicle zero | activation, % at 3 µM; in the data active = activation above about 15%;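 also: untransfected CHO-K1 host cells lacking M1 receptor as counterscreen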
CHRM1 agonist – activates human CHRM1 receptor; CHO-K1 hM1, Fluo-8 calcium fluorescence, agonist mode; 0% DMSO, 100% acetylcholine EC100; activation, % at 3 µM; AID 588814; hit rate 0.33% among 360,000; P11229;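 active = activation above the run's mean compound activation plus 3 SD, cut at about 16% in these data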;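 also: peak over basal fluorescence ratio within a 140 s kinetic read after compound addition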
* hit, by the source's call; . = no result given.

No.	Structure	CHO parental Ca	CHO-K1 Ca antag	TAAR1 antag	V1aR counter	OXTR potentiate	M1 PAM parental	TAAR1 agonist	M1 ag parental	CHRM1 agonist
1	CCCCN1C(=O)/C(=C/C=C2\Oc3ccccc3N2CC)SC1=S	.	22	90*	.	.	2	180*	15*	28*
2	Cc1ccc(S(=O)(=O)N(CC(=O)N/N=C/c2ccccc2C(=O)O)c2cc(Cl)cc(Cl)c2)cc1	-16	-11	-13	0.0	-26	19	5	0.5	1
3	O=C(NCCCn1ccnc1)c1cc(Br)c(Br)s1	-6	14	-9	-0.6	5	-4	11	1.5	-9
4	CC(C)(C)C(=O)c1cnc(Nc2ccccc2Cl)s1	-10	-2	9	-1.3	-6	19	7	2.1	-4
5	COc1ccc(NC(=O)COC(=O)C2CC(=O)N(c3ccc(C)cc3)C2)cc1 (configuration not stated)	-6	-13	0	4.2	-1	7	-4	0.3	-5
6	CCc1ccccc1NC(=O)/C(=C/c1ccco1)c1ccccc1	-16	0	48	-0.6	-4	15	14	0.4	-4
7	CC(C)OP(=O)(OC(C)C)C(NC(=O)c1ccccc1)C(N)=O (configuration not stated)	6	11	-19	0.7	-6	-20	3	0.1	-4
8	CCN(CC)CCNC(=O)/C(=C/c1cn(CC)c2ccccc12)NC(=O)c1cc(OC)c(OC)c(OC)c1	-17	-9	-10	1.3	3	8	7	0.2	-7
9	COCCCNc1oc(-c2ccccc2OC)nc1C#N	-8	-5	11	0.7	-3	14	2	-0.3	-2
10	CCCCN1/C(=C/c2ccc3ccccc3[n+]2CC)Sc2ccccc21	.	22	.	.	.	7	.	19*	26*
11	Cc1ccccc1NS(=O)(=O)c1ccc(C(=O)N2CCCC2)cc1	-12	-11	-2	2.0	-15	-13	3	1.7	0
12	O=C(N/N=C/c1ccc(O)cc1)c1cccc(C(F)(F)F)c1	-6	-5	-4	-1.1	1	18	2	0.5	-6
13	CCC(CC)NC(=O)COn1nnc2ccc(S(=O)(=O)N3CCOCC3)cc21	-19	1	4	-0.1	-4	16	2	1.5	-2
14	Cc1nnc(NC(=O)CSc2nnc(CNC(=O)C34CC5CC(CC(C5)C3)C4)n2C2CCCCC2)s1	-6	-7	-38	0.8	-6	9	1	0.5	-2
15	CN(C(=O)c1ccc(NC(=O)Cc2ccc(NC(=O)C3CCN(C(=O)c4ccccc4)CC3)cc2)cc1)C1CC1	-14	1	-9	0.2	0	-15	1	-0.3	-4
16	Cc1cnc(SCc2cnc(C)nc2N)nc1	11	-12	4	1.1	6	13	2	0.8	-2
17	Oc1ccccc1-c1cc(-c2ccc(Cl)cc2)n[nH]1	-13	-7	9	1.3	-13	9	1	2.1	1
18	Cc1c(C)c2cc3c4c(oc3c(C)c2oc1=O)CCCC4	-14	-3	3	-1.6	6	5	13	0.3	-3
19	CCCN(CCC)CCCNC(=O)CCNS(=O)(=O)c1ccc(Br)cc1	-8	4	-23	0.6	1	-10	1	-0.2	-11
20	CCC(=O)Nc1cccc(-c2nc3ccc(C)cc3o2)c1	-20	-4	-26	-0.2	-2	15	0	1.7	4
21	COC(=O)c1ccc(OC(=O)C23CCC(C)(C(=O)O2)C3(C)C)cc1 (configuration not stated)	-3	-7	-16	0.9	4	4	4	0.3	-2
22	COc1ccc2oc(C(=O)OCC(=O)NC(=O)c3ccccc3)c(C)c2c1	-13	1	2	1.0	-13	-6	1	1.5	-5
23	COc1cc(CNC2CCCCCCC2)cc(Cl)c1OCC(N)=O	-15	0	-8	0.2	-9	-4	4	0.0	-8
24	O=C(NC1CCCCC1)N(CCN1CCOCC1)Cc1cc2cc3c(cc2[nH]c1=O)OCCO3	-16	-9	3	-0.4	2	8	1	0.1	-6
25	Cc1ccc(C(C)C)c(OCCCn2ccnc2C)c1	-19	-10	-12	2.1	-11	12	4	1.3	-9
26	O=C1C2CCCCC2C(=O)N1c1ccc(NC2CCN(Cc3ccccc3)CC2)c([N+](=O)[O-])c1 (configuration not stated)	-13	-6	-18	0.0	-1	9	0	0.3	-8
27	CCCCOC(=O)Cn1c2ccc(OC)cc2c2nc3ccccc3nc21	-21	7	11	-0.2	-3	-6	15	0.0	-5
28	C=CCONC(=O)Cc1ccccc1	5	7	0	.	.	-14	2	0.2	1
29	CC(=O)Nc1ccccc1OCCOc1ccc(Br)cc1	-15	-19	0	8.0	-6	17	5	11	-5
30	CCCCc1cc(=O)oc2cc(OCC(=O)NC3CCN(Cc4ccccc4)CC3)ccc12	-17	10	-1	-0.2	-4	-16	0	-0.8	-4
31	CC(C)CNc1ncnc2c1ncn2[C@H]1CN(CCc2ccccc2)C[C@@H](CO)O1	.	2	-11	.	.	0	41*	-0.3	-2
32	CS(=O)(=O)N1CCN(C(=O)Cc2ccc(Br)cc2)CC1	-7	1	13	-1.1	-7	3	2	0.2	-3
33	O=C(Nc1ccc(N2CCOCC2)cc1)c1cccc(S(=O)(=O)N2CCCCC2)c1	.	-10	-3	.	.	11	8	1.7	-3
34	COc1ccc(/C=C2\SC(=S)N(CC(=O)OCC(=O)Nc3cc(Cl)cc(Cl)c3)C2=O)cc1	2	-7	-14	-0.3	-3	22	0	0.6	-2
35	CCn1c(SCC(N)=O)nc2cc(S(=O)(=O)N3CCOCC3)ccc21	-7	-3	-3	0.0	-11	13	1	8.0	-3
36	CC1CCCN(c2nc3ccccc3nc2C(C#N)S(=O)(=O)c2ccccc2)C1 (configuration not stated)	13	-6	-6	1.2	-10	11	8	1.0	-2
37	COc1cc2c(cc1NC(=O)COCC(=O)O)oc1ccccc12	.	-11	-2	.	.	-6	0	0.3	-1
38	COc1cc(COCC(O)CN2C(C)CCCC2C)cc(OC)c1OC (configuration not stated)	-16	-5	-2	0.1	5	9	1	1.1	-7
39	COc1ccc(C(CNC(=O)c2cccnc2SC)N2CCOCC2)cc1 (configuration not stated)	-13	-11	-8	1.4	-7	20	13	0.4	-3
40	Cc1cccc(Cn2c(NCCO)nc3c2c(=O)n(C)c(=O)n3C)c1	-10	-15	-30	0.9	3	16	1	0.2	5
41	Cc1nc2ccccc2n1CC(=O)NC(C)C1CC2CCC1C2 (configuration not stated)	-12	-6	-2	0.1	-3	0	2	1.4	5
42	Cc1cccc(C)c1-n1nnnc1C1c2ccccc2C(=O)N1CCc1ccccc1F (configuration not stated)	.	-11	-7	.	.	10	3	1.6	.
43	C[C@@H]1CN([C@H](C)CO)C(=O)c2c(c3ccccc3n2C)-c2ccccc2CO[C@H]1CN(C)Cc1ccc(Oc2ccccc2)cc1	.	-10	-19	.	.	24	-1	-0.4	-5
44	COc1ccc(NC(=O)NCc2ccccc2F)cc1OC	-7	-8	-7	-0.9	10	-7	0	0.8	2
45	Nc1c(Cl)ncnc1N/N=C/c1ccncc1	-5	26*	-3	0.6	-1	-20	6	-0.6	-2
46	O=C(C(Cc1ccccc1)n1cccc1)N1CCN(C2CCCCC2)CC1 (configuration not stated)	-19	-18	-4	1.3	-4	16	7	1.4	4
47	CCOc1ccc(-c2cc(CCCC(=O)Nc3cccc(OC)c3)no2)cc1	-4	9	5	0.0	-9	0	-1	-0.4	-4
48	O=S(=O)(Nc1ccccc1N1CCCCC1)c1ccccc1	-8	13	-31	-0.5	-4	-21	1	-0.9	-6
49	C=C1CCC[C@]2(C)C[C@H]3OC(=O)C(CN(C)CC(OC)OC)[C@H]3CC12 (some centres not stated)	-5	-8	-12	-1.0	-1	-7	4	0.4	-3
50	CSc1ccccc1N1CCN(C(=O)Nc2ccc3c(c2)NC(=O)CO3)CC1	-23	2	20	3.5	-19	8	5	2.3	-4

Ordered by heavy-atom count (highest first): part of the list above
No.	Structure	CHO parental Ca	CHO-K1 Ca antag	TAAR1 antag	V1aR counter	OXTR potentiate	M1 PAM parental	TAAR1 agonist	M1 ag parental	CHRM1 agonist
47	CCOc1ccc(-c2cc(CCCC(=O)Nc3cccc(OC)c3)no2)cc1	-4	9	5	0.0	-9	0	-1	-0.4	-4
46	O=C(C(Cc1ccccc1)n1cccc1)N1CCN(C2CCCCC2)CC1 (configuration not stated)	-19	-18	-4	1.3	-4	16	7	1.4	4
40	Cc1cccc(Cn2c(NCCO)nc3c2c(=O)n(C)c(=O)n3C)c1	-10	-15	-30	0.9	3	16	1	0.2	5

(cont.)
No.	Structure	CHO parental Ca	CHO-K1 Ca antag	TAAR1 antag	V1aR counter	OXTR potentiate	M1 PAM parental	TAAR1 agonist	M1 ag parental	CHRM1 agonist
51	O=C(Nc1nc2ccccc2[nH]1)c1ccc(F)c(S(=O)(=O)N2CCOCC2)c1	-11	-8	-1	1.8	-10	12	14	4.0	-4
52	COc1ccc(CN2CCN(C(=O)c3ccccc3F)CC2)c(OC)c1OC	-4	8	-29	1.2	-7	-27	19	0.0	-3
53	Cc1ccc(C(=O)CSc2nnc(COc3cc(C)cc(C)c3)o2)cc1	-11	-1	-10	-0.6	-1	14	5	0.9	-2
54	NC(=O)c1nsc(C(=O)N(CC(=O)NC2CCCC2)c2ccc(F)c(Cl)c2)c1N	-32	-10	15	0.4	-8	0	-2	1.7	0
55	COc1ccc(S(=O)(=O)N2CCN(Cc3cccc(F)c3)CC2)cc1	3	-3	2	-0.8	-13	-19	4	-0.1	-5
56	Cc1ccc(/C=N/NC(=O)Cn2nccc2C)o1	-7	-4	1	0.1	-3	-3	8	-0.4	-1
57	CCCCC(c1nnnn1C(C)C)N1CCN(C(=O)c2ccco2)CC1 (configuration not stated)	15	1	-4	2.2	-4	0	1	-0.7	3
58	O=C(Cc1ccccc1)Nc1nc2ccccc2[nH]1	-3	-17	-4	-0.4	-7	11	15	1.9	-4
59	CSc1nc(N)nc2c1ncn2C1OC(CO)C(O)C1O (configuration not stated)	.	-2	-28	.	.	1	2	0.3	0
60	CCCc1cc(NCCCO)n2c(nc3ccccc32)c1C#N	-15	-4	-11	-0.4	-5	1	2	1.1	-5
61	COc1cc(C(=O)NC(=S)NC(C)C)cc(OC)c1OC	-20	14	-2	0.2	-4	-1	5	0.9	-3
62	CC1=C(C(=O)NC2CCCCC2C)C2(CCC(C)CC2)OC1=O (configuration not stated)	-13	-10	25	-1.2	-1	16	1	0.9	-4
63	CN(C)S(=O)(=O)c1cccc(NC(=O)c2ccccc2OCc2ccc(F)cc2)c1	-6	-5	16	3.6	-11	7	3	3.8	5
64	Cc1ccc(Nc2nc(CSc3nnc(-c4cccs4)o3)cs2)cc1	-35	-14	11	0.6	0	19	10	0.3	-3

High-throughput results (PubChem BioAssay)

An unsorted share of the library. Share with any hit: about 3.3%.
